Compound activity as filed in PubChem.
hcGAS inh: Primary biochemical luminescence assay for human cyclic GMP-AMP synthase inhibitors | Q8N884 | recombinant h-cGAS, ATP depletion, Kinase-Glo luminescence | inhibition, % at 12.5 µM | 290,000 compounds, 0.081% hits | AID 1259398, 2018;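 note: 0% = vehicle reaction and 100% = reaction without DNA for no activity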
Target sequence (Q8N884 whole entry, looked up): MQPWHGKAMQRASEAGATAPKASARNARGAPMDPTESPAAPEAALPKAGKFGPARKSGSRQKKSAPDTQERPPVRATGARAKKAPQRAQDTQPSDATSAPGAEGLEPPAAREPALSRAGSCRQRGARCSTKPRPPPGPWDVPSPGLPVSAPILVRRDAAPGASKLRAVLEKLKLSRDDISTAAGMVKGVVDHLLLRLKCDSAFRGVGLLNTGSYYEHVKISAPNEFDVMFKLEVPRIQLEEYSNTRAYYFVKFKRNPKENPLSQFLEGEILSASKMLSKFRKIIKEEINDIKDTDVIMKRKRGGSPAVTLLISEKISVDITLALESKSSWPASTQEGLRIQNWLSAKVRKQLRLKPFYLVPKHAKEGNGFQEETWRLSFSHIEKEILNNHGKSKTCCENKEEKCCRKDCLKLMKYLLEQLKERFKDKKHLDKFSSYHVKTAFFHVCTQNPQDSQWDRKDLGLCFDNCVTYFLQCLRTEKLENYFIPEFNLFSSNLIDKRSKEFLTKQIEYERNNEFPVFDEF
NPYLR7 ag: agonists of mosquito NPYLR7 receptor, primary screen, cell-based, Aedes aegypti, calcium fluorescence, mosquito biting behavior. Aedes aegypti neuropeptide Y-like receptor 7 (NPYLR7). HEK293T NPYLR7/Galpha15, GCaMP6s calcium fluorescence. activation, % at 10 µM. 270,000 compounds, 0.15% hits. AID 1259423, 2018; in the data active = activation above about 40%;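 note: 0% = vehicle and 100% = reference agonist at the receptor; some compounds past the cut are filed as inactive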
mcGAS inh: cyclic GMP-AMP synthase inhibitors, mouse, primary biochemical chemiluminescence; Q8C6L5; recombinant cGAS, Kinase-Glo ATP depletion luminescence; inhibition, % at 12.5 µM; 160,000 compounds, 0.15% hits;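 note: 0% = negative control wells and 100% = reference inhibitor with no enzyme activity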
* = called active by the depositor; x = not tested or not shown; & = joins results of further samples. Cut-off read from the data, not from the text of the source, unless noted: active = inhibition above about 40%; inactive = the rest.

SMILES	hcGAS inh	NPYLR7 ag	mcGAS inh
CCc1ccc(N2CC(C)Cn3c2nc2c3c(=O)n(CCOC)c(=O)n2C)cc1 (stereo unspecified)	-9	-2	x
COc1ccc(O)c(C2CC(=O)Nc3c2ccc(N2CCCC2)c3C)c1 (stereo unspecified)	-5	6	x
COc1ccccc1OCCCn1c(C2CC(=O)N(Cc3ccccc3)C2)nc2ccccc21 (stereo unspecified)	-1	0	1
Cc1ccc(-n2c(SCc3nc(C(=O)N4CCC(C(N)=O)CC4)cs3)nnc2-c2ccccc2Cl)cc1	2	-9	0
CCOC(=O)c1c(N)sc2c1CCN(Cc1ccccc1)C2	-2	-14	x
Cc1ccc(S(=O)(=O)Nc2cccc(NC(=O)c3cccnc3)c2)cc1C	-4	14	-7
CCOc1cccc2sc(N(CCCN3CCOCC3)C(=O)c3ccc([N+](=O)[O-])o3)nc12	-10	-1	-11
CC(C)Nc1ncccc1C(=O)N[C@@H](Cc1c[nH]c2ccccc12)C(N)=O	-3	3	-5
COc1ccc(-c2cccc(-c3cccc(NC(=O)c4ccc(Cl)nc4)c3)n2)cc1	-5	13	-3
CSc1ncc(C(=O)O)c(N2CCNC(C(=O)N3CCCC3)C2)n1 (stereo unspecified)	-2	-2	0
CCOC(=O)Cn1c(=NC(=O)CCCS(=O)(=O)Cc2ccccc2)sc2cc(F)ccc21	-8	-9	-10
O=C(NCCc1ccc(F)cc1)c1ccccc1Br	0	-2	x
COCCNC(=O)COc1coc(CN2CCN(c3ccccc3OC)CC2)cc1=O	-6	-3	-6
COc1cc2nc(CN3CCN(Cc4ccc(C(F)(F)F)cc4)CC3)[nH]c(=O)c2cc1OC	-6	-5	-8
Cn1cc(C(=O)NCCSC2CCCC2)cn1	-12	6	x
CCc1ccc(-c2c(-c3ccccc3)ncn2CC(C)n2cncn2)o1 (stereo unspecified)	-5&-6	3&4	-8
O=S(=O)(NC1CC1)C1CCN(Cc2cc(Cl)nc(Cl)c2)C1 (stereo unspecified)	-6	2	x
Cc1ccc2[nH]c(C(=O)O)c(CN3CCCC4(CCNCC4)CC3)c2c1	-4	-7	x
C=CCOCC(O)CN(Cc1ccsc1)Cc1ccco1 (stereo unspecified)	-1	5	-2
CCOC(=O)c1c(NC(=O)c2cc(C)nn2C)c(-c2ccc(OC)cc2)cn1Cc1ccccc1	-7	2	-6
CSCc1ccc(C(=O)Nc2nc(C)cs2)o1	-15	-3	-8
Cc1ccc(COc2ccc3ccccc3c2CNc2nn[nH]n2)cc1	-4	-8	-7
O=C(Nc1ccon1)NC1CC(=O)N(c2ccc3c(c2)OCCO3)C1 (stereo unspecified)	-5	-7	-9
O=C(Nc1ccc(CN2CCCC2)cc1)c1coc(Br)c1	0	-2	x
NS(=O)(=O)c1ccc(-c2ccc(/C=C3/SC(=S)N(Cc4ccco4)C3=O)o2)cc1	0	2	-3
Carrying on:
SMILES	hcGAS inh	NPYLR7 ag	mcGAS inh
CCOC(=O)c1c(C)[nH]c(C(=O)COC(=O)CCC2CCCC2)c1C	-11	2	-6
Cc1nn(C)c(C)c1S(=O)(=O)NCc1cccs1	-12	11	x
COc1ccc(-c2nc(COC(=O)c3nnn(-c4ccc(OC)cc4)c3C)c(C)o2)cc1	-7	24	-7
Cc1cccc(CNC(=O)N2CCN(C(C)c3ccccc3)CC2)c1 (stereo unspecified)	-3	20	-7
CCN(CC1CC1)C(=O)NCCC(C)(C)C	-9	10	x
COc1cc(C(=O)NCc2ccc3c(c2)OCCO3)ccc1OC(F)F	-7	4	x
COCCNC(=O)[C@@]1(OCc2cccc(OC)c2)CC(OCc2ccc(C#N)cc2)[C@@H]2OC(C)(C)O[C@@H]2C1 (stereo partly specified)	-9	3	-6
CC(C)NC(=O)[C@@H]1C[C@@H](N)CN1C(=O)c1ccccc1-c1ccccc1F	-2	19	x
Cc1[nH]cnc1-c1nccn1-c1ccc2c(c1)OCO2	-9	4	x
C=CCN(Cc1ccc(F)cc1)Cc1ccc(OC)c(O)c1	-8	0	-13
CC(Cn1cncn1)NS(=O)(=O)/C=C/c1ccccc1Cl (stereo unspecified)	-10	13	x
COCCNC(=O)C(NC(=O)c1ccccc1C)C1CCN(C(=O)c2ccccc2OC)CC1 (stereo unspecified)	-3	-8	-6
Cc1[nH]cnc1-c1c(-c2ccccc2)ncn1CC1OCCc2ccccc21 (stereo unspecified)	-10	25	x
Cc1cc(F)c2c(c1)CCCN2S(=O)(=O)c1ccc(C(N)=O)cc1	-18	3	x
CC(c1nnc(-c2cccc(Cl)c2)o1)N1CCNC(=O)C1 (stereo unspecified)	-11	12	-7
NC(=O)N1CC(O)CC1C(=O)O (stereo unspecified)	-12	13	x
CC1=NN(c2ccc(Br)cc2)C(=O)/C1=C\c1ccc(-c2cc([N+](=O)[O-])ccc2Cl)o1	-3	11	-8
Cc1nc(C2CCCNC2)cc(N(C)Cc2cccc3cnccc23)n1 (stereo unspecified)	-7	2	x
CCn1cc(S(=O)(=O)Nc2cc(C)c(Br)cn2)cn1	-6	-6	x
Cc1cc(C)c2[nH]c(C(=O)NCCn3c(C)cc(C)nc3=O)c(C)c2c1	11	20	x
COc1cc(CC2(CCC(=O)NCc3cn4cc(C)sc4n3)CCC(=O)N2)ccc1F (stereo unspecified)	-13	2	x
COc1ccc2c(c1)N1CCN(c3cnccn3)CC1C(C(=O)NCC(C)C)C2 (stereo unspecified)	2	-11	x
O=C(CC(=O)NN=C1CCCCC1)NCCc1ccccc1	-7	2	x
C#CC(CO)NCc1ccccc1 (stereo unspecified)	1	-18	x
CCc1nn2c(ncc3c(=O)n(-c4nccs4)ccc32)c1-c1ccccc1	-11	-1	x
Continued.
SMILES	hcGAS inh	NPYLR7 ag	mcGAS inh
Cc1c(Nc2nc3nonc3nc2Nc2cccc(Cl)c2)c(=O)n(-c2ccccc2)n1C	-4	-5	-4
CCCN1CCC(C)(C(=O)Nc2ccc(F)cc2)C1 (stereo unspecified)	-8	2	x
Cc1sc2ncnc(SCC#N)c2c1C	-5	0	x
CN(C)[C@@H]1C[C@@H](CO)N(C(=O)c2[nH]nc(N)c2-c2ccccc2)C1	-6	8	x
O=C(CSc1nc2sc3c(c2c(=O)[nH]1)CCCC3)N(CCO)CCO	-6	1	x
C=CCn1c(-c2ccccc2)c[nH]c1=S	-10	-13	-9
CCSc1cc(C(=O)Nc2ccc(-c3ccccc3)cn2)ccn1	7	-1	3
CCc1nc2c(OCc3ccc(F)c(F)c3)cccn2c1N(C)C(=O)c1ccncc1	-2	4	-2
COc1ccc(N2CCN(c3nc(SCc4ccc(C(=O)NCc5ccncc5)cc4)nc(C)c3C)CC2)cc1	-1	-5	0
CC(C)(C)c1ccc(C(=O)N2N=C(c3ccccc3)CC2(O)C(F)(F)F)cc1 (stereo unspecified)	-7	3	x
CCOC(=O)C1CCN(C(=O)c2ccc(Nc3c(Oc4cccc(OC)c4)cnn(-c4ccc(OC)cc4)c3=O)cc2)CC1	-9	5	-6
CCCCS(=O)(=O)N1C[C@H](N)C[C@H]1C(=O)NC	-3	1	x
COCCn1c(O)c(C=NNc2ncnc3sccc23)c(=O)[nH]c1=S	3	3	x
CCCCOc1ccc(C(=O)Nc2nnc(SCC)s2)cc1	4	-7	-1
CCOC(=O)c1nn(-c2ccc(C)cc2)c(=O)cc1OS(=O)(=O)c1ccccc1C(F)(F)F	6	4	x
CCCc1cnc(C)nc1N1CC(N2CCCCC2C)C1 (stereo unspecified)	-4	1	-11
CCOc1ccccc1C(=O)Nc1ccc(N2CCN(C(=O)NCc3ccco3)CC2)nc1	-4	24	-8
Cc1ccc(C)c(OCc2nc(N)nc(N(C)C)n2)c1C	-7	7	-8
COc1ccc(-c2nc(N3CCN(Cc4ccccc4)CC3)[nH]c(=O)c2C#N)cc1	-8	-1	x
C=CCN1C(=O)/C(=C\c2cccc(C(F)(F)F)c2)SC1=S	2	-2	x
CCCc1nc(C)cc(-c2ccc(OC)nc2)n1	5	-3	x
COc1ccc(C(=O)NNC(=O)CC23CC4CC(CC(C4)C2)C3)c(OC)c1OC	-1	1	x
COC(=O)C1(C(=O)OC)CC1S(=O)c1ccccc1 (stereo unspecified)	6	1	x
COc1ccc(C2CC(c3ccccc3)=NN2C(=O)c2ccc(Br)o2)cc1 (stereo unspecified)	-4	-6	-6
CCCC(=O)N1CCCCC1C(=O)Nc1ccc(Oc2cc(C)[nH]n2)cc1 (stereo unspecified)	-13	12	x

As a working copy, 5 of the compounds above.
SMILES	hcGAS inh	NPYLR7 ag	mcGAS inh
Cc1c(Nc2nc3nonc3nc2Nc2cccc(Cl)c2)c(=O)n(-c2ccccc2)n1C	-4	-5	-4
CCCN1CCC(C)(C(=O)Nc2ccc(F)cc2)C1 (stereo unspecified)	-8	2	x
Cc1sc2ncnc(SCC#N)c2c1C	-5	0	x
CN(C)[C@@H]1C[C@@H](CO)N(C(=O)c2[nH]nc(N)c2-c2ccccc2)C1	-6	8	x
O=C(CSc1nc2sc3c(c2c(=O)[nH]1)CCCC3)N(CCO)CCO	-6	1	x

Taken from above.
CCCCOc1ccc(C(=O)Nc2nnc(SCC)s2)cc1 in mcGAS inh: -1
C=CCN1C(=O)/C(=C\c2cccc(C(F)(F)F)c2)SC1=S in NPYLR7 ag: -2

Compound profiles, as listed above:
Results for COc1ccc(-c2nc(COC(=O)c3nnn(-c4ccc(OC)cc4)c3C)c(C)o2)cc1 : hcGAS inh = -7; NPYLR7 ag = 24; mcGAS inh = -7
Results for Cc1nc(C2CCCNC2)cc(N(C)Cc2cccc3cnccc23)n1 (stereo unspecified) : hcGAS inh = -7; NPYLR7 ag = 2; mcGAS inh = x
Results for O=S(=O)(NC1CC1)C1CCN(Cc2cc(Cl)nc(Cl)c2)C1 (stereo unspecified) : hcGAS inh = -6; NPYLR7 ag = 2; mcGAS inh = x

Two entries from above in a different format:
The line under a structure holds: hcGAS inh, NPYLR7 ag, mcGAS inh
COCCn1c(O)c(C=NNc2ncnc3sccc23)c(=O)[nH]c1=S
    3, 3, x
CCCCOc1ccc(C(=O)Nc2nnc(SCC)s2)cc1
    4, -7, -1

More results:
SMILES	hcGAS inh	NPYLR7 ag	mcGAS inh
Cc1cc(F)ccc1CC(=O)N1CCN(c2ncccn2)CC1C(=O)O (stereo unspecified)	-3	6	-13
Cc1ccc(-n2nc(C(=O)NCCN3CCOCC3)c(=O)n(Cc3cccc(F)c3)c2=O)cc1Cl	-5	20	-6
Cc1[nH]cnc1C(=O)N1CC[C@@H]2[C@@H](CCC(=O)N2CC2CCNCC2)C1	-5	x	-5
CCN1Cc2cc3c(cc2NCCC1=O)OCO3	1	4	-9
CC(=O)O[C@H]1CC[C@@]2(C)C(=CCC3C2CC[C@@]2(C)C3CC[C@@H]2C(C)CCCC(C)C)C1 (stereo partly specified)	-3	-8	x
O=C(C1CCN(S(=O)(=O)c2cccs2)CC1)N1CCCC(C(F)(F)F)C1 (stereo unspecified)	3	1	x
Cc1ccc2c(c1)c(N=NC(=O)COc1c(Cl)cc(Cl)cc1Cl)c(O)n2C	-6	-2	-5
N#Cc1cccc(CN2C(=O)C3(SCCN3C(=O)C3CC3)c3ccccc32)c1 (stereo unspecified)	-4	13	-5
COCCN1C(=O)C2(SCCN2C(=O)Nc2cccc(OC)c2)c2ccccc21 (stereo unspecified)	2	1	-4
O=C(COC(=O)CNC(=O)c1cccc(Cl)c1)NC1CCCCC1	-6	-1	x
CC(CS(C)(=O)=O)N(C)C(=O)c1cc2cc(F)ccc2s1 (stereo unspecified)	0	-3	x
COc1ccc2c(COc3ccc(C(C)=O)cc3)cc(=O)oc2c1	-4	2	-9
O=C(Nc1ccccc1F)N1CCCC(Cn2cc(C3CC3)nn2)C1 (stereo unspecified)	-9	1	x
O=c1[nH]c(=O)n(Cc2csc(-c3ccccn3)n2)cc1Cl	-8&-10	10&-16	x
OC(c1ccccc1)(c1ccccc1)c1ccc(CN(Cc2ccccc2)Cc2ccco2)o1	-2	9	-3
COc1ccccc1C(C)N(C)CC(=O)Nc1cccc(S(C)(=O)=O)c1 (stereo unspecified)	4	6	x
COc1ccc(C=c2sc(=CC(=O)c3cc(C)cc(C)c3)[nH]c2=O)cc1	3	-16	0
NC(=O)CN1CCCC(Nc2ccc(F)c(F)c2)C1 (stereo unspecified)	-3	1	-14
CCC1(C)Cc2ccccc2-c2nc3[nH][nH]c(=S)n3c(=O)c21 (stereo unspecified)	6	-22	x
CCC1(C)NC(=O)N(NC(=O)c2oc3ccccc3c2C)C1=O (stereo unspecified)	-10	7	x
CCOC(=O)C1(CC2CCCCO2)CCN(C(=O)COc2ccc(Cl)cc2)CC1 (stereo unspecified)	-2	5	x
CCOc1cc(/C=C(\C#N)c2nn(CCO)c(N)c2C#N)ccc1OCc1ccccc1F	-3	5	x
O=C(O)c1cc(S(=O)(=O)Nc2ccc3nc(N4CCCC4)sc3c2)ccc1F	-5	3	-6
Cc1ccc(S(=O)(=O)c2nnn3c2nc(N2CCCC2)c2sccc23)cc1C	-10	8	-6
Cc1ccc(CN(Cc2ccco2)CC(O)COCc2ccccc2)s1 (stereo unspecified)	2	13	0
CCN(Cc1ccncc1)C(=O)c1cc(Br)cc(Br)c1O	-8	0	-16
COc1cccc(CNC(=O)CC2C(=O)NCCN2Cc2ccccn2)c1 (stereo unspecified)	-12	x	-12
C=CCN(CC(=O)N(Cc1ccc(F)cc1)Cc1sccc1C)C(=O)Nc1cccc(Br)c1	-3	5	0
CN(Cc1ccccc1)C(=O)CCC1CCN(C(=O)C2CCCO2)CC1 (stereo unspecified)	-2	12	x
